NCI-60 one-dose screen, 48 h, at 10 µM unless noted. Numbers give growth in % (100 = growth as untreated, 0 = no growth, -100 = all killed).
CCRF-CEM: CCRF-CEM leukemia. 7% of 77,000 active
EKVX: EKVX NSCLC. AID 1794765. 3% of 71,000 active
RPMI-8226: RPMI-8226 leukemia cells | 7.5% of 77,000 active
A549/ATCC: A549/ATCC NSCLC | 3.7% of 81,000 active | AID 1794740
MOLT-4: MOLT-4 leukemia cells. 6.9% of 80,000 active. AID 1794779
HOP-92: HOP-92 NSCLC cells. 6.3% of 71,000 active
M14: M14 melanoma; AID 1794745; 6.2% of 80,000 active
HOP-62: HOP-62 NSCLC. 3.9% of 80,000 active. AID 1794735
An asterisk follows results filed as active; . = not tested or not shown; & = joins results of further samples. The calls were made as follows: active = growth percent below 10; inactive = the rest. The order is random; about 12% have a hit in one of these screens.

1) COc1ccc(-c2c3c(N)nc(-c4cccnc4)nc3nc3c2c(C)nn3-c2ccccc2)cc1
2) Cc1ccc(S(=O)(=O)N/N=C/C(=O)O)cc1
3) Cn1cc(-c2csc(-c3cn(CCO)c4ccc(F)cc34)n2)c2cccnc21
4) CCOC(=O)C1CC(C(=O)OCC)C(=Nc2ccccc2)C1=O (configuration not stated)
5) CCN(CC)c1ccc(C(=O)c2ccccc2)cc1
6) O=C1c2cccc3cccc(c23)C(=O)N1C/C=C/c1ccc2c3c(cccc13)C(=O)N(CCN1CCOCC1)C2=O
7) N#C/C(=C\c1ccc(-c2ccc(Cl)cc2Cl)o1)C(=O)Nc1ncc(Cc2ccc(Cl)cc2)s1
8) O=C(Nc1ccccc1Cl)Oc1ccc(C(=O)c2ccccc2)cc1
9) COc1ccc(-c2nnc3c4nnc(C)n4c4ccccc4n23)cc1OC
10) COc1cc(-c2nn(-c3ccc(Br)cc3)cc2C(=O)O)ccc1O

Screen / compound no.	1	2	3	4	5	6	7	8	9	10
CCRF-CEM	.	93	44	84	104	99	103	.	94	90
EKVX	.	107	57	100	98	90	103	.	.	87
RPMI-8226	90	90	63	92	96	97	110	87	94	96
A549/ATCC	91	102	50	103	89	97	99	99	99	105
MOLT-4	100	.	47	91	88	99	103	.	90	79
HOP-92	68	79	65	88	90	95	78	.	61	94
M14	107	103	36	91	102	95	96	105	94	102
HOP-62	80	108	53	97	91	98	98	130	98	96

Single values from the entries so far:
For M14, compound 3 has the entry 36
For MOLT-4, compound 7 has the entry 103
For A549/ATCC, compound 5 has the entry 89
For CCRF-CEM, compound 6 has the entry 99
For EKVX, compound 4 has the entry 100
For MOLT-4, compound 9 has the entry 90

Additional structures follow:
11) CS(=O)(=O)Nc1ccc(CC(=O)N2CCN(c3ccc(C(F)(F)F)cn3)CC2)cc1
12) OCC1OC(n2cnc3c(SCc4ccccc4)nc(NO)nc32)C(O)C1O (configuration not stated)
13) COc1cc(/C=C/c2cc(=O)c3c(C)c(Cl)c(C)cc3o2)cc(OC)c1OC
14) Cc1ccc(N2C(=N)C(=S)N(c3ccc(C)cc3)C2=O)cc1
15) C/C(=C/c1ccco1)[N+](=O)[O-]
16) CC(=O)N1N=C(c2ccc(Oc3nnnn3-c3ccccc3)cc2)OC1c1ccc(F)cc1F (configuration not stated)
17) CC(O)CCNC(C(=O)c1ccccc1)c1ccccc1 (configuration not stated)
18) O=C1CCC(ON(C(=O)c2ccccc2)c2ccccc2)N1 (configuration not stated)
19) COc1cc(/C=C\C(C)=N\Nc2ccccc2)ccc1O
20) O=C(OCc1nc2nc(Cl)nc(N3CCOCC3)c2[nH]1)n1ccnc1

Screen / compound no.	11	12	13	14	15	16	17	18	19	20
CCRF-CEM	80	105	67	83	99	83	84&105	93	31	-12*
EKVX	.	105	106	106	98	100	99&103	103	94	62
RPMI-8226	88	98	32	104	98	86	94&109	102	76	-36*
A549/ATCC	89	105	67	101	93	100	97&92	98	81	48
MOLT-4	81	102	68	96	107	81	89&99	101	71	9.7*
HOP-92	131	113	81	110	99	113	83&100	111	100	-67*
M14	97	110	82	94	93	94	100&99	111	98	-38*
HOP-62	85	102	95	103	107	115	97&98	99	68	30

21) S=C(c1ccc2c(c1)OCO2)N1CCN(c2ccc(Cl)cc2)CC1
22) O=S(=O)(C/C(=N/O)c1ccc2ccccc2c1)c1ccccc1
23) Cc1cc(Nc2ccc(C)c(Cl)c2)nc(N)n1
24) O=C(NNc1nccc(Nc2ccc(S(=O)(=O)Nc3ccncc3)cc2)n1)c1cccs1
25) COc1ccc(Cc2nc3c([nH]2)c(=O)n(C)c(=O)n3C)cc1OC
26) COc1ccc(-c2nc(SCCC(C)C)nc(Nc3ccc(C)cc3)c2C#N)cc1
27) CN1CCN(Cc2ccc(NC(=O)c3nc4ccc5[nH]ncc5c4c4c3CCCC4)cc2C(F)(F)F)CC1
28) CC(C)(C)[Si](C)(C)OC1[C@@H](O[Si](C)(C)C(C)(C)C)[C@@H](CNC(=O)NC(=O)NC(=O)CI)O[C@H]1n1cnc2c(NC(=O)Nc3ccccc3)ncnc21 (some centres not stated)
29) COc1ccc2c(c1)/C(=C\c1c(-c3ccc(C)cc3)nc3sc(-c4cc(OC)c(OC)c(OC)c4)nn13)C(=O)N2
30) C/C(O)=C(/C=N\C(=S)Nc1ccc(Cl)c(Cl)c1)C(=O)Nc1ccccc1C

Screen / compound no.	21	22	23	24	25	26	27	28	29	30
CCRF-CEM	96	94	98	116	106	78	-11*	-38*	88	90
EKVX	111	.	66	105	91	101	37	57	.	90
RPMI-8226	86	97	98	104	108	94	-36*	35	69	81
A549/ATCC	95	89	90	98	83	66	-83*	66	90	99
MOLT-4	98	98	85	111	98	75	-27*	30	74	74
HOP-92	82	100	89	93	102	.	-80*	.	55	76
M14	105	107	98	91	113	99	-64*	73	84	97
HOP-62	110	100	90	98	108	89	-76*	2.9*	75	93

4 compounds drawn at random from the list so far:
19) COc1cc(/C=C\C(C)=N\Nc2ccccc2)ccc1O
12) OCC1OC(n2cnc3c(SCc4ccccc4)nc(NO)nc32)C(O)C1O (configuration not stated)
2) Cc1ccc(S(=O)(=O)N/N=C/C(=O)O)cc1
11) CS(=O)(=O)Nc1ccc(CC(=O)N2CCN(c3ccc(C(F)(F)F)cn3)CC2)cc1

Screen / compound no.	19	12	2	11
CCRF-CEM	31	105	93	80
EKVX	94	105	107	.
RPMI-8226	76	98	90	88
A549/ATCC	81	105	102	89
MOLT-4	71	102	.	81
HOP-92	100	113	79	131
M14	98	110	103	97
HOP-62	68	102	108	85

Among those listed so far, these contain a cyano group.
7) N#C/C(=C\c1ccc(-c2ccc(Cl)cc2Cl)o1)C(=O)Nc1ncc(Cc2ccc(Cl)cc2)s1
26) COc1ccc(-c2nc(SCCC(C)C)nc(Nc3ccc(C)cc3)c2C#N)cc1

Screen / compound no.	7	26
CCRF-CEM	103	78
EKVX	103	101
RPMI-8226	110	94
A549/ATCC	99	66
MOLT-4	103	75
HOP-92	78	.
M14	96	99
HOP-62	98	89

Next section.
31) Cc1ccc(NN)c(Br)c1
32) Cn1ccnc1C(=O)/C=C/c1ccc(CNC(=O)c2c(F)c(F)c(F)c(F)c2F)cc1
33) COc1ccc(/C=C2\Oc3cc(C)c(Cl)cc3C2=O)cc1OC
34) Cc1ccc(CSc2ncnc3nc[nH]c23)c2ccccc12
35) CCC(=O)OC1=CN2C(=NC(c3ccc(N)cc3)=CC2c2ccc(OC)cc2)S1 (configuration not stated)
36) COc1ccc(/C(C)=N/N=C2C(=O)Nc3ccccc32)cc1S(N)(=O)=O
37) CCOP(=O)(OCC)OC[C@]1(C)CC[C@]2(C)CC[C@]3(C)C(=C2C1)C=C[C@@H]1[C@@]2(C)CCCNC(C)(C)[C@@H]2CC[C@]13C
38) C=CCn1c(SCC(=O)Nc2ccc(C(=O)/C=C/c3cc(OC)c(OC)c(OC)c3)cc2)nnc1-c1ccccc1
39) CCOC(=O)CC1CSC(N/N=C/c2ccc(F)cc2)=N1 (configuration not stated)
40) NC(N)=N/N=C(\c1ccccc1)C(O)c1ccccc1 (configuration not stated)

Screen / compound no.	31	32	33	34	35	36	37	38	39	40
CCRF-CEM	97	.	87	82	94	87	57	57	112	93
EKVX	98	93	94	90	.	92	73	96	107	103
RPMI-8226	99	9.9*	90	66	79	94	25	5.7*	104	95
A549/ATCC	110	70	98	84	90	96	80	85	98	102
MOLT-4	100	23	91	95	79	93	44	77	104	100
HOP-92	75	117	101	57	91	97	78	150	90	95
M14	102	.	96	93	99	94	92	87	98	97
HOP-62	102	67	111	91	99	93	101	117	95	.

41) O=C(O)CC(c1ccccc1)(c1ccccc1)c1ccccc1
42) O=Cc1ccc(CN2C(=O)c3ccccc3C2=O)o1
43) CC1=C(C(=O)OCc2ccccc2)C(c2cccc(Cl)c2Cl)n2c(nc3ccccc32)N1 (configuration not stated)
44) CC1=NC2=NN3C(=NN2C(c2ccccc2)=C1)N=NC(c1ccc(Br)cc1)=C3c1ccc(Br)cc1
45) O=c1[nH]c(O)c(/C=N\C(=S)Nc2cc(Cl)ccc2Cl)c(=O)[nH]1
46) CN1C(=O)C(=Cc2ccc3c(c2)Cc2ccccc2-3)C(=O)N(C)C1=O
47) O=[N+]([O-])c1cc(Cl)c2cccnc2c1O
48) Cc1cc(=O)oc2cc(OCCOc3ccc(/C=C/C(=O)Nc4ccccc4N)cc3)ccc12
49) Nc1nc(N)c2c(n1)NC1(C=C(O)c3ccccc31)C1=C(N2)c2ccccc2C1=O (configuration not stated)
50) CCN1C(=O)/C(=C/c2ccc(Cl)cc2Cl)SC1=S

Screen / compound no.	41	42	43	44	45	46	47	48	49	50
CCRF-CEM	60	107	91	106	98	109	.	6.5*	97	83
EKVX	85	110	81	96	98	122	95	39	113	91
RPMI-8226	83	101	89	111	94	107	98	1.1*	107	72
A549/ATCC	90	92	86	109	91	97	95	30	110	95
MOLT-4	87	85	95	100	103	109	98	4.5*	104	94
HOP-92	72	114	96	110	76	.	65	31	87	79
M14	102	96	67	.	94	104	89	54	105	79
HOP-62	90	102	74	102	86	100	88	24	104	88

Record cards, from the list above. Order of values: CCRF-CEM | EKVX | RPMI-8226 | A549/ATCC | MOLT-4 | HOP-92 | M14 | HOP-62
COc1ccc(-c2c3c(N)nc(-c4cccnc4)nc3nc3c2c(C)nn3-c2ccccc2)cc1 across the screens: . | . | 90 | 91 | 100 | 68 | 107 | 80
O=[N+]([O-])c1cc(Cl)c2cccnc2c1O across the screens: . | 95 | 98 | 95 | 98 | 65 | 89 | 88

(continued)
51) CCc1nc2c([nH]1)C(=O)c1ccccc1C2=O
52) Nc1c(C(=O)c2ccc(F)cc2)sc2nc3c(cc12)CCCC3
53) COc1ccc2c(c1)C(=O)/C(=C/c1cccnc1OC)CC2
54) C/C=C/C(OC(C)=O)OC(C)=O
55) COCCOC(=O)C1=C(C)NC(C)=C(C(=O)OCCOC)C1c1cccc(C#N)c1
56) O=C(NNC(=O)c1ccc(-n2cc(-c3ccccc3)nn2)cc1)Nc1ccc([N+](=O)[O-])cc1
57) Cc1cccc(C(=O)O)c1N
58) CCC(C)(O)Cc1ccc(Cl)cc1 (configuration not stated)
59) O=C1NC(=C(Cl)Cl)/C(=N/S(=O)(=O)N2CCCCC2CC2(C(F)(F)F)N=N2)N1 (configuration not stated)
60) COc1ccc(-c2nc(SCC(C)C)nc(N/N=C\c3ccc(Cl)cc3)c2C#N)cc1

Screen / compound no.	51	52	53	54	55	56	57	58	59	60
CCRF-CEM	74	78	91	118	104	101	109	105	4.2*	82
EKVX	102	.	96	105	98	101	113	111	59	93
RPMI-8226	80	78	45	65	109	102	98	105	-6.5*	95
A549/ATCC	92	71	79	103	100	105	97	104	111	86
MOLT-4	114	67	85	112	102	110	93	98	-9.3*	86
HOP-92	94	61	84	.	103	99	114	102	-52*	88
M14	100	71	89	94	99	105	98	101	24	87
HOP-62	103	91	91	112	99	102	108	97	96	84

61) COc1ccc(-c2cc(C(=O)Nc3nc4ccc(F)cc4s3)nc3cc(-c4ccccc4)nn23)cc1OC
62) O=C(N/N=C/c1ccc(F)cc1)c1ccccc1Nc1cccc(C(F)(F)F)c1
63) O=C(O)c1ccc(Nc2ccnc(SCC(=O)c3ccc(Cl)cc3)n2)cc1
64) CC(=O)SC1CC(=O)OC1=O (configuration not stated)
65) NS(=O)(=O)c1ccc(Nc2nc(N3CCOCC3)c3ccccc3n2)cc1
66) COc1cc([N+](=O)[O-])c(OC)cc1Nc1ccccc1C(=O)O
67) Nc1cccc(C(=O)C2=Cc3cccn3Cc3cnnn32)c1
68) COc1ccc2[nH]c(=O)c3c(c2c1)OC(N)=C(C#N)C31C(=O)c2ccccc2C1=O
69) COc1cc(NC(=O)c2cc(OC)c3ccn(C)c3c2)cc2c1C[C@]1(C)CC[C@@H](O)C(C)(C)[C@H]1O2
70) CCCC(C)OCC(=O)O (configuration not stated)
71) COc1cccc(/C=C/C(=O)c2cc3c(N)c(C(=O)Nc4ccccc4)sc3nc2C)c1
72) CC(=O)Nc1c(C)nc(N)[nH]c1=O
73) COc1ccc(-c2cc(-c3nnc(SCC(=O)Nc4ccc(/C(C)=N\O)cc4)n3-c3ccccc3)c3ccccc3n2)cc1OC

Screen / compound no.	61	62	63	64	65	66	67	68	69	70	71	72	73
CCRF-CEM	105	6.3*	100	96	97	51	111	111	20	101	7.9*	102	104
EKVX	100	102	98	103	96	92	104	94	65	.	76	109	90
RPMI-8226	100	93	106	101	89	113&98	84	108	-17*	.	-19*	98	100
A549/ATCC	103	53	97	97	79	99&105	104	95	64	94	34	113	84
MOLT-4	90	7.4*	107	90	101	75&112	88	97	6.9*	95	21	82	92
HOP-92	.	76	86	84	80	107&86	83	95	45	77	64	89	114
M14	129	95	97	104	101	107&102	100	98	24	106	30	109	102
HOP-62	89	109	101	88	82	83&98	91	88	46	111	14	112	90
